Screening results deposited in PubChem by Broad Institute.
PglD inh: PglD (C. jejuni) enzyme inhibition; AID 602405; 360,000 tested, 0.098% active; inhibition, % at 12.5 µM; purified PglD enzyme, DTNB colorimetric CoA detection; in the data active = inhibition above about 16%, passing the limit was not always enough; inconclusive = no clear call, values can overlap the other calls; also: strong numbers were not always called active
RAD52 inh: blocks human RAD52 DNA annealing; P43351; recombinant RAD52 DNA annealing, FRET fluorescence; inhibition, % at 18.7 µM; 360,000 tested, 0.46% active; AID 651710;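 active = every replicate showing at least 50% inhibition; inconclusive = mean inhibition at least 50% but not in every replicate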
esBAF inh: SWI/SNF esBAF complex inhibition; reporter increase, % at 12.5 µM; 350,000 tested, 2% active; mouse ES cells, Bmi1-luciferase knock-in reporter, 24 h; 100% = twice the neutral-well signal; in the data active = activation above about 40%; inconclusive = no clear call, values can overlap the other calls;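 also: 0% = median of the plate's neutral control wells and 100% = double that signal; a rise in the Bmi1 reporter signal indicates esBAF inhibition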
E-selectin induc: induces E-selectin expression in human endothelial cells; HUVEC E-selectin immunofluorescence imaging; normalized: neutral wells 0, TNF-alpha wells 100; activation, % at 7.58 µM; 260,000 tested, 0.37% active; AID 686992;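 active = mean E-selectin-positive cell signal at least 10% of the positive control, reached in at least 60% of replicates, without over 20% cell loss; inconclusive = no rule given, readout overlaps actives, possibly toxicity-flagged; inactive = the rest, including those meeting only one limit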;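 also: in these data hits start at about 27%; measured in HUVEC primary endothelial cells; signal is the percent of cells scored E-selectin positive by PE staining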
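Read-out basis: % PE-positive cells; Test system: HUVEC primary endothelial cells; Technique: immunofluorescence imaging; Dosing: single-point compound dose.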
ERp5 inh: blocks human ERp5 reductase activity on insulin; Q15084; ERp5 insulin aggregation, absorbance 650 nm, 90 min; inhibition, % at 9.99 µM; 350,000 tested, 0.05% active; AID 651711;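 active = mean replicate inhibition above about 25%, with every replicate also reaching it, limit read from the data, passing the limit was not always enough; inconclusive = only one of those two criteria met; inactive = neither criterion met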
RAD54 branch: inhibitors of human RAD54 branch migration; RAD54 Holliday junction branch migration, FAM/BHQ fluorescence; inhibition, % at 10.4 µM; 360,000 tested, 0.14% active;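 active = mean normalized replicate activity at least 40 and at least half of replicates scoring 40 or more; inconclusive = only one of the two criteria met; inactive = mean below 40 and under half of replicates reaching 40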;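 also: 0% = median of neutral control wells and 100% = median of positive control wells; inhibitors cause a drop in the FAM fluorescence signal; in these data hits start at about 50%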
Target sequence (Q92698 whole entry, looked up): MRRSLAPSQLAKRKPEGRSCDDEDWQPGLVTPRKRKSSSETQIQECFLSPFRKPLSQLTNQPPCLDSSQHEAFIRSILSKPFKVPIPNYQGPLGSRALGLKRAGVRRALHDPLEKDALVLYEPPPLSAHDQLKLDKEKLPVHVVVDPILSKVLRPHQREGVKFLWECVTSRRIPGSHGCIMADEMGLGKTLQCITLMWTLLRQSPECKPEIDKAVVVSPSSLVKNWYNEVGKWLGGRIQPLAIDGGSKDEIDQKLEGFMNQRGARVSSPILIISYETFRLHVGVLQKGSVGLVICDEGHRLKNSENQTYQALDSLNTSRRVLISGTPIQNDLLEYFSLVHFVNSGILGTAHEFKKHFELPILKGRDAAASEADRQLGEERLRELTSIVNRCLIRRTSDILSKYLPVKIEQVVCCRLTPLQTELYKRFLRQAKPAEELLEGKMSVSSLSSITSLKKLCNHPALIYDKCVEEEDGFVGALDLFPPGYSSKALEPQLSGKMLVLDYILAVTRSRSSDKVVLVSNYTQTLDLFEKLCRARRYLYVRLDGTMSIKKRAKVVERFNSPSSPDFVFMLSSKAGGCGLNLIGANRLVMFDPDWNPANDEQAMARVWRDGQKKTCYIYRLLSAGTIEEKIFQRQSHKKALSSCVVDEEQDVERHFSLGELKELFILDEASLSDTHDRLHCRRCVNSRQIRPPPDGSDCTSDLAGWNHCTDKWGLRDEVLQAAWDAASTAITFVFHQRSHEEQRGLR
CASP6 VEID inh: caspase-6 (human) enzyme inhibition. P55212. purified caspase-6, Z-VEID-R110 cleavage fluorescence. inhibition, % at 12.5 µM. 350,000 tested, 0.53% active. AID 686996;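 active = mean inhibition across replicates at least about 35%, with every replicate also reaching that limit, limit read from the data; inconclusive = only one of the two criteria met; inactive = neither criterion met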;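 also: 0% = median of neutral control wells and 100% = no fluorescence left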
Target sequence (P55212 24-179 limits assumed): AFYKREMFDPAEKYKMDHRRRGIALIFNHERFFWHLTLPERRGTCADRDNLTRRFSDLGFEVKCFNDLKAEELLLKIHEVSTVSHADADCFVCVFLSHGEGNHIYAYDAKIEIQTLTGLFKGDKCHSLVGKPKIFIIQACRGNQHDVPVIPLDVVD
Target sequence (P55212 194-293 limits assumed): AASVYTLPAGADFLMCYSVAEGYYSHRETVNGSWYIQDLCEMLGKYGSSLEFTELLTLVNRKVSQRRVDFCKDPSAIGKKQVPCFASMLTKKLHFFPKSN
ARNT-TACC3 inh: disruptors of human ARNT/TACC3 interaction. AlphaScreen His-ARNT PAS-B/GST-TACC3 binding, luminescence; TACC3 fragment carries E629A point mutation. 390,000 tested, 0.66% active. inhibition, % at 9.99 µM. Q9Y6A5;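 active = mean inhibition of replicates at least 50% and at least half of replicates each reaching 50%; inconclusive = half or more replicates reach 50% but mean below 50%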;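 also: 0% = complete ARNT plus TACC3 wells and 100% = ARNT alone without TACC3; many hits fall short of the cut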
The depositor's hits bear a star; i = inactive; ? = inconclusive; . = not tested or not shown. The list is partial; rates above refer to the full screens.

SMILES	PglD inh	RAD52 inh	esBAF inh	E-selectin induc	ERp5 inh	RAD54 branch	CASP6 VEID inh	ARNT-TACC3 inh
Cc1ccc(OC(=O)N(C)C[C@H]2OCc3ccccc3-c3c(n(C)c4ccccc34)C(=O)N([C@H](C)CO)C[C@@H]2C)cc1	.	11	.	-2.0	3	.	-1	.
COC(=O)C1=C(c2ccc(OCc3ccccc3)cc2)C[C@@H]2CC[C@H]1N2C(=O)NCc1ccccc1	-3	-7	13	0.0	7	2	-2	0
Cc1cccc(-n2c(-c3ccccc3)nc3ccccc3c2=O)n1	-1	-11	-4	.	0	-1	-1	-44
CCC1CN1P1(=O)OCC(C)([N+](=O)[O-])CO1 (configuration not stated)	.	0	.	-0.4	-3	.	2	9
Cc1ccc(-c2nn(CCC#N)cc2C(=O)O)cc1C	.	-3	.	.	-1	.	2	-3
CCN1[C@@H]2Cn3c(ccc(-c4cccc(OC)c4)c3=O)[C@H]1[C@@H](C(=O)OC)[C@@H]2CO	2	0	4	0.1	-1	9	-3	-3
NC1CC2CCCCC2CC1(O)c1ccccc1 (configuration not stated)	-2	-19	-6	.	2	2	-3	.
CCC(=NCCO)c1c(O)n(-c2ccc(Cl)cc2)c(=O)[nH]c1=O	6	-11	1	.	2	-4	8	-6
COc1ccc2c(c1OC)C(=O)OC2c1c(O)n(Cc2ccc(F)cc2)c(=O)[nH]c1=O (configuration not stated)	-4	.	-8	.	.	-2	.	-1
O=c1[nH]c(O)c(Cc2ccc3c(c2)OCO3)c(=O)[nH]1	.	-4	.	.	-10	.	-2	23*
CC(OC(=O)c1cn(C)c2ccccc12)C(=O)N1CCCC1 (configuration not stated)	-3	-15	-2	-0.8	2	-7	-2	.
COc1ccc(-c2nn(CCC#N)cc2C(=O)O)cc1	.	-7	.	.	5	.	-1	-6
Cc1ccccc1NC(=O)NCCN1CC1	3	-8	-1	-0.2	0	11	-1	8
COC(=O)C1=C(c2cccc(C#N)c2)C[C@@H]2CC[C@H]1N2C(=O)NCCCOC(C)C	3	-3	2	-0.1	1	-9	-3	26
O=c1[nH]c2ccccc2n1CCCN1CCC(n2c(=O)[nH]c3cc(Cl)ccc32)CC1	-5	-18	-1	0.0	3	12	6	7
COCCOC(=O)C1=C(N)Oc2c(c(=O)oc3ccccc23)[C@@]12C(=O)Nc1ccccc12	0	.	2	.	.	-2	.	-5
C=Cn1ccnc1P(=S)(c1ccn(C)c1)c1nccn1C=C	-2	6	-1	.	-5	5	1	1
COC(=O)[C@@H]1[C@@H](CO)[C@@H]2Cn3c(ccc(C4=CCCCC4)c3=O)[C@H]1N2C(=O)NC(C)C	5	6	3	0.2	-7	4	2	-1
CC(=O)Nc1nnc(CCN(CCc2nnc(NC(C)=O)s2)[N+](=O)[O-])s1	.	-5	.	1.5	2	.	1	2
COCCNCCOc1ccc(C(C)(C)c2ccccc2)cc1	.	6	-12	.	3	.	-3	-16
COc1cccc(C(c2nnnn2C2CCCCC2)N2CCC3(CC2)C(=O)NCN3c2ccccc2)c1OC (configuration not stated)	5	-10	-1	-1.6	3	6	0	.
CC(C)NC(=O)c1ccc(N2CC3CC(C2)c2cccc(=O)n2C3)c([N+](=O)[O-])c1 (configuration not stated)	-2	-3	6	-0.2	2	-6	2	-3
CN1C(=O)C(=Cc2sc(=O)n(-c3ccccc3)c2N2CCCCC2)C(=O)N(C)C1=O	1	i	.	.	1	-17	7	1
CCCn1c(C(=O)c2ccc(OC)cc2)nc2ccccc21	-3	-14	-7	-2.4	2	7	-2	12
CCn1c(C(=O)N2CCC(C(=O)N3CCC4(CC3)OCCO4)CC2)cc2sccc21	1	.	3	.	.	0	.	-14
CC1CC(C)OP(=O)(OCCC#N)O1 (configuration not stated)	.	-8	-3	-0.3	3	.	-2	.
CC1CCCCN1Cc1ccc(Cl)nc1 (configuration not stated)	.	-6	.	4.4	2	.	-2	5
O=C(c1cnn2c(C(F)(F)F)cc(-c3ccccc3)nc12)N1CCC2(CC1)OCCO2	5	.	-4	.	.	4	.	1
CCOC(=O)N(C)c1ccc(C(O)(C(=O)OCC)C(F)(F)F)cc1 (configuration not stated)	-1	.	10	.	.	-5	.	-7
C[N+](C)(C)CC(=O)O	-4	1	-6	?	1	9	-1	-2
Cc1cc(N)n(C2CCN(C)CC2)n1	-4	.	-6	.	.	-3	.	2
CN1CCC(O)(c2ccc(Cl)cc2)C(C(=O)c2ccc(Cl)cc2)C1 (configuration not stated)	.	-12	.	.	-1	.	-1	-5
CC(=O)N1CCC2(CC1)CC(=O)c1cc(OCC(=O)N3CCC4(CC3)OCCO4)ccc1O2	.	-11	3	3.9	1	.	-1	14
CN(C)CC#Cc1ccc([C@H]2[C@@H](CO)N3CCCCN(C(=O)Cc4ccccn4)C[C@H]23)cc1	1	31	.	-0.1	0	-2	0	-1
O=[N+]([O-])c1ccc(N2CCNCC2)cc1NCC1CCCO1 (configuration not stated)	4	.	-3	.	.	3	.	-1
CN(C)C(=O)Oc1cccc(-c2cn3cc(Cl)ccc3n2)c1	2	.	38	.	.	3	.	-6
Cc1ccc(-n2c(O)c(C=NCCCn3ccnc3)c(=O)[nH]c2=O)cc1	.	-34	.	0.0	-2	.	-3	-3
O=C(c1ccc(N2CC3CC(C2)c2cccc(=O)n2C3)c([N+](=O)[O-])c1)N1CCCC1 (configuration not stated)	1	1	-8	.	-2	-2	-2	-3
COc1ccc(CC2c3cc(OC)c(OC)cc3CCN2C)cc1O (configuration not stated)	-2	-4	0	-0.1	1	-11	5	3
CCCC#Cc1ccc([C@H]2[C@@H](CO)N3CCCCN(C(=O)Cc4ccccn4)C[C@@H]23)cc1	4	-32	.	-0.2	0	7	1	-2
O=C(CN1CCCC1=O)NCCc1ccccc1	-6	-7	2	.	-1	-5	-7	0
COC(=O)c1c(C)n(Cc2ccco2)c2ccc(O)cc12	3	4	13	.	-2	-11	6	-1
COc1ccc(N=C(C)c2c(O)n(C3CCCCC3)c(=O)[nH]c2=O)c(OC)c1	2	.	11	.	.	-6	.	15
O=c1[nH]c(=O)n(C2CCCCC2)c(O)c1/C=C/C=Nc1ccccc1	.	i	-7	4.0	-2	.	0	-1
Cc1ccc(CN2CCCN(Cc3ccc(Cl)cc3)S2(=O)=O)cc1	2	-7	-12	-0.2	2	3	-1	-2
COC(=O)C1=C(c2ccc(F)cc2F)C[C@@H]2CC[C@H]1N2C	-1	-9	-9	-0.1	3	4	4	-8
COC(=O)[C@H]1[C@H](CO)[C@H]2Cn3c(ccc(-c4cccc(OC)c4)c3=O)[C@@H]1N2C(=O)c1ccccc1F	0	10	5	-0.5	2	-5	-2	-4
CCCC(=O)NC(Oc1ccc(Cl)cc1Cl)C(Cl)(Cl)Cl (configuration not stated)	.	-7	.	.	6	.	2	2
Cc1cc(N2C(=O)CC(N3CCC(n4c(=O)[nH]c5ccccc54)CC3)C2=O)no1 (configuration not stated)	5	.	-4	.	.	-4	.	-1
COc1ccc2[nH]c(C)c(CCNCc3cc(OC)c(OC)c(OC)c3)c2c1	.	-184	1	4.8	1	.	-1	-5
N#Cc1ccccc1NC(=O)CN1CC=C(c2ccccc2)CC1	.	-6	.	2.4	6	.	1	3
CC1(C)C(=O)CCC2C1=CCC1C2CCC2(C)C(O)CCC12 (configuration not stated)	-3	2	-6	0.2	-1	-6	0	-2
C/C(=N\NC(=O)c1ccccc1)c1c(O)n(C2CCCCC2)c(=O)[nH]c1=O	-3	-12	1	0.0	2	-8	1	2
COc1cccc(CC(=O)N2CCN(Cc3cccc(Cl)c3)CC2)c1	6	-10	2	.	5	-5	0	0
Cc1ccc(NC2=NCCCS2)cc1Cl	6	-2	-2	1.0	-1	-4	-2	12
O=C1C=Cc2ccccc2C1=O	-4	.	9	.	.	0	.	1
COc1ccc(CN2Cc3cc(N4CCCCC4)ccc3-n3nncc3C2)cc1	2	-32	1	9.3	-1	9	0	.
O=C1/C(=C\c2ccc(Cl)c(Cl)c2)N2CCC1CC2	-5	-3	.	0.0	0	-7	1	-2
O=C(NCC(c1cccnc1)N1CCOCC1)Oc1ccccc1 (configuration not stated)	-7	.	-6	.	.	-14	.	-4
CC1CC2C(C(O)CC3(C)C(O)CCC23)C2(C)CCC(=O)C=C12 (configuration not stated)	1	-14	-3	-1.2	0	-3	0	-2

Part of the list above in order of molar mass, ascending:
SMILES	PglD inh	RAD52 inh	esBAF inh	E-selectin induc	ERp5 inh	RAD54 branch	CASP6 VEID inh	ARNT-TACC3 inh
Cc1ccc(NC2=NCCCS2)cc1Cl	6	-2	-2	1.0	-1	-4	-2	12
COc1ccc(CN2Cc3cc(N4CCCCC4)ccc3-n3nncc3C2)cc1	2	-32	1	9.3	-1	9	0	.
COC(=O)[C@H]1[C@H](CO)[C@H]2Cn3c(ccc(-c4cccc(OC)c4)c3=O)[C@@H]1N2C(=O)c1ccccc1F	0	10	5	-0.5	2	-5	-2	-4

Remaining list, next part:
SMILES	PglD inh	RAD52 inh	esBAF inh	E-selectin induc	ERp5 inh	RAD54 branch	CASP6 VEID inh	ARNT-TACC3 inh
Cc1cc(C)cc(N2C(=O)NC(=O)/C(=C/c3cccn3-c3ccc(Cl)cc3)C2=O)c1	.	-82	.	.	-2	.	16	-9
CCCCCn1c(=O)c(C(=O)Nc2ccccc2Cl)c(O)c2ccccc21	1	-7	100*	.	4	-9	-2	5
COc1ccc(CN2CCN(C(=O)COc3ccc4ccccc4c3)CC2)c(OC)c1	-2	-6	0	-0.3	7	-2	0	.
Cc1[nH]c2ccc(OC(F)(F)F)cc2c1CCNCc1ccc(Cl)cc1	-2	28	-5	0.1	3	12	18	13
C=CCN1C(=O)/C(=C\c2ccc(N3CCOCC3)o2)C(=O)NC1=S	-9	-116	.	.	-2	-53	20	8
CCCCn1c(N)c(C(=O)OCC2CCCO2)c2nc3ccccc3nc21 (configuration not stated)	-1	-30	12	.	4	11	9	9
COCCNC(=O)CN1C(=O)C(C)N=C(c2ccccc2)c2cc(Cl)ccc21 (configuration not stated)	5	-7	-5	-0.1	1	-4	3	1
Cn1c(O)c(/C=C2\N=c3ccccc3=C2CCNC(=S)NC2CC2)c(=O)n(C)c1=O	.	-14	.	21	3	.	5	5
O=C1NC(=O)N(c2ccccc2F)C(=O)/C1=C/c1cn(CC(=O)N2CCOCC2)c2ccccc12	.	i	.	0.2	2	.	14	.
COc1cccc(CN2CCN(C(=O)Cc3ccccc3OC)CC2)c1	-6	-14	2	.	1	-14	0	-1
CCOc1cc(CNCCc2cccc(F)c2)ccc1OC	-5	-7	1	0.7	1	-5	-4	0
C(#CCN1CCOCC1)COCC#Cc1ccccc1	4	.	-1	.	.	-9	.	-6
O=C1NC(=O)C(CCc2ccncc2)(Cc2ccc(OCc3ccccc3)cc2)C(=O)N1	.	-7	.	.	8	.	2	21
ClC1=C(Cl)C2(Cl)C3C(Cl)C=CC3C1(Cl)C2(Cl)Cl (configuration not stated)	-5	-4	3	.	4	-4	-7	.
O=C(NC1CCCCC1)[C@@H]1CC=C[C@@H]2CCN(Cc3ccccc3)C(=O)[C@@H]21	2	0	2	-0.9	-7	1	.	.
COC(=O)c1ccccc1N=Cc1c(O)[nH]c(=S)[nH]c1=O	.	-52	.	.	2	.	5	-10
CC(C)CC#Cc1ccc([C@@H]2[C@H](CO)N3CCCCN(C(=O)Cc4ccccn4)C[C@@H]23)cc1	2	36	-8	-0.2	0	8	-6	2

In the list so far, these have a furan ring, fused or not:
SMILES	PglD inh	RAD52 inh	esBAF inh	E-selectin induc	ERp5 inh	RAD54 branch	CASP6 VEID inh	ARNT-TACC3 inh
COC(=O)c1c(C)n(Cc2ccco2)c2ccc(O)cc12	3	4	13	.	-2	-11	6	-1
C=CCN1C(=O)/C(=C\c2ccc(N3CCOCC3)o2)C(=O)NC1=S	-9	-116	.	.	-2	-53	20	8
